M5 PAM = CHRM5 positive allosteric modulation | P08912 | CHO-K1 hM5, Fluo-8 calcium, ACh EC20 PAM; 0% = ACh EC20, 100% = ACh EC100 | activation, % at 3 µM | actives 0.3% (n = 360,000) | AID 624038;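 active = activation above the run cutoff, the mean activation of all test compounds plus 3 SD, cut at about 18% in these data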
Target sequence (P08912 whole entry, looked up): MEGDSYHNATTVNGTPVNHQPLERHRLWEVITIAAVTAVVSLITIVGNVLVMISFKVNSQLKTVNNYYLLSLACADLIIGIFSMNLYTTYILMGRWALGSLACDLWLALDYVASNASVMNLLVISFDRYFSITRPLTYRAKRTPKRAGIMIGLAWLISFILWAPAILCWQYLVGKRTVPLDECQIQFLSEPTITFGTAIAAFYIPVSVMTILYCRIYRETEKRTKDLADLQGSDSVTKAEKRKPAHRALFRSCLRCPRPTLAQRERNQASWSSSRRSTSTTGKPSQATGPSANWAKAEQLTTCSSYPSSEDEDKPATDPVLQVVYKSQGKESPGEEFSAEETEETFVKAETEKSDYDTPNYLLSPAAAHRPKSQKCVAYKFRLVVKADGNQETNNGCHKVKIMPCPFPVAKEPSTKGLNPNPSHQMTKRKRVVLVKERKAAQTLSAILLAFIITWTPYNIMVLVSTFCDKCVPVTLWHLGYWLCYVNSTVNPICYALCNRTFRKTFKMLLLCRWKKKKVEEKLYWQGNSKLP
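Assay system: CHO-K1 hM5 cells / Incubation: Fluo-8 loading 80 min at 37 °C plus 30 min room temperature / Technique: Fluo-8 calcium dye fluorescence, kinetic read / Repeats: single replicate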
CHRM4 agonist = CHRM4 agonism in calcium assay; P08173; CHO-K1 hM4/Gqi5, Fluo-8 calcium fluorescence; vehicle 0%, full acetylcholine response 100%; actives 0.14% (n = 360,000); activation, % at 3 µM;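 active = activation above the run mean over all test wells plus 3 SD, cut at about 32% in these data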;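 also: peak over basal fluorescence ratio per well then scaled between controls; 0% = DMSO wells and 100% = acetylcholine at EC100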
M5 ag = agonists of human muscarinic M5 receptor (CHRM5); P08912; CHO-K1 hM5 cells, Fluo-8 calcium fluorescence; 0% DMSO wells, 100% maximal acetylcholine response; activation, % at 3 µM; actives 0.19% (n = 360,000);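 active = activation above the run's mean over test compounds plus 3 SD, cut at about 23% in these data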;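 also: signal is peak over basal fluorescence ratio across the kinetic read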
M4 antag = blocks acetylcholine activation of human M4 receptor; P08173; actives 0.73% (n = 360,000); CHO-hM4 cells, ACh EC80, Fluo-8 calcium fluorescence; inhibition, % at 3 µM;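 active = inhibition above its plate's cutoff, the mean inhibition of sample wells plus 3 SD, cut at about 27% in these data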;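 also: 0% = acetylcholine EC80 with DMSO and 100% = DMSO without agonist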
CHRM1 antagonist = blocks human M1 muscarinic receptor | AID 588852 | inhibition, % at 3 µM | actives 1.3% (n = 360,000) | CHO-K1 hM1, Fluo-8 calcium fluorescence, ACh EC80 antagonist;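 active = percent inhibition above its own plate's cutoff, namely the mean of that plate's compound wells plus 3 SD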;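 also: peak over basal fluorescence ratio during 140 s after agonist addition; 0% = ACh EC80 plus DMSO and 100% = DMSO alone without agonist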
Target sequence (P11229 whole entry, looked up): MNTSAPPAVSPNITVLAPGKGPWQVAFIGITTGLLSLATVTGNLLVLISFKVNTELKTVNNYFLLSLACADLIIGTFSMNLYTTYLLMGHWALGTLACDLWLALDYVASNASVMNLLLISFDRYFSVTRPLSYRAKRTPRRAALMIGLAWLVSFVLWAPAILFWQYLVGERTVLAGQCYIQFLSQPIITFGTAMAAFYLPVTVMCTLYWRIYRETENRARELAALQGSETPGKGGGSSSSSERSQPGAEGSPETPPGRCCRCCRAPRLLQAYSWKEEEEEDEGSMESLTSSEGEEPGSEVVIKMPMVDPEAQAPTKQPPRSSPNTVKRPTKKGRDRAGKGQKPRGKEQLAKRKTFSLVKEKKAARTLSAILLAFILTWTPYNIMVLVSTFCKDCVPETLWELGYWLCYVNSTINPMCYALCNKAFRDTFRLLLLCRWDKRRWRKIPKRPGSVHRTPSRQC
CHRM1 PAM = potentiates human M1 receptor response to acetylcholine; AID 588819; P11229; CHO-K1 hM1, Fluo-8 calcium fluorescence, ACh EC20; 0% = ACh EC20, 100% = maximal ACh; activation, % at 3 µM; actives 0.088% (n = 360,000); in the data active = activation above about 19%, passing the limit was not always enough
CRFR2-BP ag = agonists of human CRF-binding protein/CRF-R2 receptor complex; actives 0.46% (n = 350,000); activation, % at 13.2 µM; HEK293 CRF-R2/CRF-BP, calcium dye fluorescence (FLIPR); percent of saturating CRF peptide response; AID 588473;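 active = activation of at least 50%, plus an integration ratio under a set limit after plate pattern correction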;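 also: plate controls were neutral control wells without compound for no effect and CRF at EC100 for full effect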
M5 antag = CHRM5 antagonism in calcium assay. P08912. CHO-hM5 cells, Fluo-8 calcium fluorescence, ACh EC80. inhibition, % at 3 µM. actives 0.59% (n = 360,000);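 active = inhibition above a per-plate cutoff, the mean of that plate's test compounds plus 3 SD, cut at about 27% in these data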;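 also: 0% = acetylcholine EC80 with DMSO and 100% = DMSO without agonist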
M4 PAM = positive allosteric modulators of human muscarinic M4 receptor | P08173 | actives 0.4% (n = 360,000) | activation, % at 3 µM | CHO-K1 hM4/Gqi5, Fluo-8 calcium fluorescence, ACh EC20; 0% = ACh EC20, 100% = maximal ACh;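 active = activation above its plate's cutoff, the mean activation of sample wells plus 3 SD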; also: some results filed as inactive read as strong as hits
The depositor's hits bear a star; x = not tested or not shown; & = joins results of further samples; ! = not confirmed by another sample. An unsorted share of the library; overall some 2.8% were active at least once.

structure,M5 PAM,CHRM4 agonist,M5 ag,M4 antag,CHRM1 antagonist,CHRM1 PAM,CRFR2-BP ag,M5 antag,M4 PAM
O=c1c2c(nc3nc(Cc4ccccc4)[nH]n13)CCC2,3.1,-0.1,-0.2,-5.9,-24.1,16.6,-1.1,-7.9,3.1
Cc1cc(C(=O)Nc2cc(Br)ccc2O)on1,-2.9,1.3,-0.5,8.3,-5.1,1.9,-3.3,2.0,0.5
COc1ccc(C)cc1S(=O)(=O)N(C)CC(=O)NC1CCCC1,2.3,1.7,1.6,-1.7,-8.3,6.3,-3.1,-5.6,2.8
Nc1nc2n(n1)C(c1ccccc1)CC(c1ccc(F)cc1)N2 (centres undefined),-6.5,0.9,1.8,3.0,8.1,-4.6,2.8,3.1,-7.6
O=C1C2C(c3ccccc3)CC=CC2[C@H](c2ccoc2)N1Cc1ccccc1 (some centres undefined),-10.5,-0.4,-7.2,-22.9,-13.5,12.8,-0.9,11.2,-4.0
Cc1cc(C)n(C(=O)CNC(=O)c2ccccc2Br)n1,1.7,0.7,-0.9,4.1,5.1,1.3,-1.3,-1.3,-0.1
C=CCn1c(CSc2ccccc2[N+](=O)[O-])n[nH]c1=S,-8.3,23.2,1.0,-12.1,16.7,-4.9,-1.4,5.6,-10.8
O=C(NNC(=S)Nc1ccc(F)cc1)[C@H]1C[C@@H]1c1ccccc1,-3.2,0.0,-0.2,7.7,-14.2,13.8,-1.7,3.0,-3.6
CC(=O)N1CCCC(C)(C(=O)N(C)Cc2cccc3ccccc23)C1 (centres undefined),-3.4,2.6,0.1,-6.4,-9.6,1.4,x,3.5,3.8
O=c1[nH]n(-c2ccccc2)c(=O)cc1Cl,4.3,0.1,2.6,2.8,-10.4,4.7,-0.8,12.5,1.3
O=C(Nc1ncc2c(n1)-c1ccccc1CC2)c1cccs1,-12.0,8.0,0.7,-6.9,-1.8,-2.6,-3.5,-0.6,-2.5
O=C(COC(=O)c1ccc2c(c1)OCO2)Nc1cccc(F)c1,-5.8,4.7,2.3,-1.4,0.1,-1.0,1.1,14.8,-3.4

Continuation.
structure,M5 PAM,CHRM4 agonist,M5 ag,M4 antag,CHRM1 antagonist,CHRM1 PAM,CRFR2-BP ag,M5 antag,M4 PAM
O=C(Nc1nnc(S(=O)(=O)Nc2ccccc2)s1)c1ccccc1Cl,-0.9,1.2,-3.5,1.8,-8.9,7.2,-0.2,2.3,2.4
CCOC(=O)C(CC)Sc1nc(N)c(NC(=O)c2ccc(OC)c(OC)c2)c(=O)[nH]1 (centres undefined),-1.6,0.8,-0.7,-3.9,-6.0,2.7,-2.0,-4.4,2.9
Cc1ccccc1-n1c(-c2ccc3ccccc3n2)n[nH]c1=S,4.9,-1.1,0.3,-4.7,-1.9,-1.4,-1.0,-10.0,-9.3
Cc1c(C(=O)Nc2c(C)n(C)n(-c3ccccc3)c2=O)oc2ccccc12,0.3,0.2,1.2,-5.0,-8.1,6.5,0.1,-2.5,1.1
Cc1cc(-n2c(C)cc(C(=O)COc3ccc4ccc(=O)oc4c3)c2C)no1,-7.5,1.8,0.3,8.8,5.1,-7.8,-2.4,12.2,-5.3
O=C(CONS(=O)(=O)c1ccc(Cl)cc1)NCCNc1ncc(C(F)(F)F)cc1Cl,-7.9,6.1,3.0,-6.1,2.6,-0.5,0.0,12.8,6.7
Clc1ccc(Nc2nc(-c3ccncc3)cs2)cc1,3.4,-0.9,-5.6,10.1,-8.6,2.8,-1.3,-4.5,0.7
Cc1ccc(C)n1-c1cccc(S(=O)(=O)N2CCOCC2)c1,-0.1,1.0,-0.9,-2.7,-1.6,8.5,-1.4,-11.2,5.7
O=C(Oc1ccc(N(Cc2cccs2)C2=NS(=O)(=O)c3ccccc32)cc1)c1ccco1,3.4,-0.5,-2.3,1.3,-11.8,-0.4,2.0,1.7,0.1
O=C(CCCOc1ccccc1)Nc1nc2ccccc2[nH]1,-2.1,1.2,1.0,2.9,1.8,-0.2,0.7,-0.3,-3.6
Cc1ccc(S(=O)(=O)CCC(=O)N(Cc2nnc(-c3ccc(Cl)cc3)o2)C2CC2)cc1,-3.2,2.5,-3.3,12.5,13.8,-7.9,0.5,9.3,-2.9
c1ccc2c(-c3cc(C4CCNCC4)[nH]n3)cccc2c1,-0.8,3.2,-3.0,10.7,-3.5,2.5,-2.0,11.7,6.9

Remaining list, next part:
structure,M5 PAM,CHRM4 agonist,M5 ag,M4 antag,CHRM1 antagonist,CHRM1 PAM,CRFR2-BP ag,M5 antag,M4 PAM
CCOc1ccc(NS(=O)(=O)c2ccc(-c3ccc(=O)[nH]n3)o2)cc1,2.9,1.6,-3.7,4.3,-1.2,8.4,0.9,2.2,7.2
COC(=O)N1CCN(c2ccc(C)cc2)C(C)C1 (centres undefined),1.8,0.5,-3.0,-4.4,-10.8,10.8,-1.0,0.6,-1.4
CO/N=C\CC(=O)Nc1ccc(Oc2ccccc2)cc1,-8.5,1.8,-1.8,-4.0,-4.5,5.3,1.0,-1.4,3.7
Cc1nc(-c2cn[nH]c2-c2ccc(O)cc2O)cs1,-6.0,0.4,-0.6,10.0,-1.4,2.7,0.2,9.5,-6.2
COc1cc(NC(=O)C2C3C=CC(C3)C2C(=O)O)ccc1NC(=O)c1ccccc1 (centres undefined),11.2,1.0,-1.1,4.9,-18.6,8.2,-1.2,-11.7,3.5
CC(=O)/C=C/c1ccccc1Oc1c(F)c(F)nc(F)c1F,3.9,-0.4,-2.6,7.0,-13.4,10.4,-1.0,1.1,-1.6
CCCCCCCCCCOC(=O)Cn1c(COc2ccc(OC)cc2)[n+](C)c2ccccc21,-13.7&-10.3,0.8&2.0,-7.4&-25.0,32.3*!,41.5*!,-16.4&-17.4,8.4&0.9,27.7*!,-12.9&-10.1
C[N+]1(CCNC(=O)/C=N/O)CCCCC1,-7.1,0.0,-4.7,0.3,0.8,-0.7,-0.9,-4.1,-1.9
Cc1c(CC(=O)Nc2ccc(Cl)cc2)sc2ccc(Cl)cc12,4.1,0.7,-2.6,6.0,14.0,-9.0,4.5,-2.5,5.9
COc1ccccc1CCNC(=O)CSc1nc(=O)[nH]c2c1CCC2,4.9,0.5,-4.2,-3.6,-10.9,8.3,-0.5,-0.6,5.1
Cn1c(-c2cc(Cl)ccc2O)nc2c1c(=O)[nH]c(=O)n2Cc1ccccc1,-2.0,5.1,0.5,5.1,7.1,6.1,-0.3,20.4,9.4
COc1ccc(Cl)cc1NC(=O)C1(c2cccs2)CCOCC1,-4.1,-2.0,-6.2,-9.6,-6.2,0.4,-1.0,-2.4,-8.5

A different layout for 2 compounds above.
Values run as follows: M5 PAM	CHRM4 agonist	M5 ag	M4 antag	CHRM1 antagonist	CHRM1 PAM	CRFR2-BP ag	M5 antag	M4 PAM
CCOc1ccc(NS(=O)(=O)c2ccc(-c3ccc(=O)[nH]n3)o2)cc1
 : 2.9	1.6	-3.7	4.3	-1.2	8.4	0.9	2.2	7.2
CO/N=C\CC(=O)Nc1ccc(Oc2ccccc2)cc1
 : -8.5	1.8	-1.8	-4.0	-4.5	5.3	1.0	-1.4	3.7

Other records.
structure,M5 PAM,CHRM4 agonist,M5 ag,M4 antag,CHRM1 antagonist,CHRM1 PAM,CRFR2-BP ag,M5 antag,M4 PAM
NC(=O)CC12CC3CC(C1)CC(CC(N)=O)(C3)C2,4.9,-1.0,0.4,-4.4,4.2,3.0,-0.3,-0.3,-6.2
CC(=O)Nc1c(N)c2ccccc2oc1=O,-0.7,0.8,-0.3,10.6,0.9,1.6,-0.3,-10.6,1.4
CC1(C(=O)NCc2ccccc2)Oc2ccccc2NC1=O (centres undefined),-6.6,0.6,-10.7,-6.6,-2.7,8.4,2.6,-10.5,5.4
CCn1ccnc1CN(C)Cc1nc(-c2ccccc2)no1,-12.5,14.8,1.3,6.0,14.6,-8.3,-0.1,23.0,-13.7
O=C(COC(=O)c1ccc(Cl)c(S(=O)(=O)N2CCCCC2)c1)NCCc1ccccc1,-2.1,4.0,-1.2,-4.7,-9.1,12.0,4.7,10.7,-1.2
CC1CN(c2ccc(Oc3ccccc3)cc2)c2nc3c(c(=O)[nH]c(=O)n3C)n2C1 (centres undefined),9.6,1.1,-0.8,-10.6,-10.3,3.9,3.1,-1.8,16.7*
CN(C(=O)Cn1cnc([N+](=O)[O-])n1)C1CCCCC1,-0.9,2.0,-2.3,-8.1,-3.3,1.4,1.9,1.5,2.0
O=C(CN1CCC(C(O)(c2ccccc2)c2ccccc2)CC1)Nc1ccccc1,-18.0,9.6,-2.8,0.6,14.1,-17.9,-1.5,5.8,-1.6
CC(C)(C)OC(=O)N[C@@H](C(=O)OC(C)(C)C)c1ccc(Br)cc1,-15.7,-1.9,-5.9,8.2,4.7,-10.3,0.4,10.7,-9.7
COc1ccc(-c2nn(-c3ccccc3)cc2C(=O)NC(=S)N2CCOCC2)cc1OC,-5.1,1.1,2.3,-5.8,1.4,-4.5,-1.6,1.3,-0.5
COc1ccccc1Cc1c(-c2ccc(C#N)cc2)nc2ccc(C)cn12,-7.2,-1.8,-5.0,-6.3,x,x,x,-1.6,-2.2
O=C(Nc1nc(-c2ccc(Cl)s2)cs1)c1ccco1,3.9,-0.6,3.9,-4.0,-1.9,1.1,0.5,-7.4,-7.2

The listing continues.
structure,M5 PAM,CHRM4 agonist,M5 ag,M4 antag,CHRM1 antagonist,CHRM1 PAM,CRFR2-BP ag,M5 antag,M4 PAM
Cc1ccccc1NC(=O)Nc1ccccc1N1CCCCC1,2.1,-0.5,-7.5,-18.5,-5.4,-2.6,-4.2,3.5,-11.4
O=C(CSc1nnc(Cc2ccccc2)o1)c1ccc2c(c1)OCO2,2.3,2.1,1.8,-6.1,1.6,-1.9,0.5,0.1,-2.3
CSc1nsc(SCC(=O)Nc2ccc(F)cc2)n1,-1.6,3.4,-1.6,-13.3,2.7,10.7,-0.5,10.3,-8.1
CCN(CC)c1nc(N)c2c(N)n(-c3ccccc3C)c(=S)c(C#N)c2c1C#N,-1.9,13.0,1.8,12.9,-13.1,9.2,1.2,2.5,6.3
Cc1ccccc1NN1C(=O)C=CC1=O,-1.1,0.6,-0.2,-2.6,-11.3,10.9,0.2,-4.0,-0.5
Cc1cc(C(=O)N2CCN(c3ccccc3O)CC2)c(C)o1,-9.8,4.4,-1.7,-8.0,-5.4,5.9,0.5,2.5,0.2
Cc1ccc(C)c(Nc2nc(-c3ccncc3)nc3ccccc23)c1,-4.2,0.7,-4.0,3.1,14.5,-14.5,-0.6,5.2,-9.3

Compound activity from PubChem BioAssay.
